Compound activity from PubChem.
HEK293 cAMP ctrl – raises cAMP in parental HEK293 cells, TSHR agonist counter-screen; parental HEK293 CNG cAMP sensor, membrane potential fluorescence; Potency, µM (top dose mostly 57.1 µM), for the others: at the top dose activation, usual class: activators; 2.5% of 73,000 active; AID 938; note: potency is the fitted concentration of half-maximal effect; % of control where 0% means no effect; nearly all actives have a fitted effect of over 55% in size
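Parental HEK 293 cells stably expressing a cAMP-gated CNG channel were loaded with membrane potential dye containing 100 uM RO 20-1724 for 60 min. Compound added for 30 min; depolarization read as fluorescence intensity at 590 nm.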
USP2a inhib – inhibitors of human ubiquitin-specific protease USP2a; O75604; USP2a enzymatic assay, qHTS inhibition; Potency, µM (titrated, usually from 38.3 µM), without a hit: top-dose activity change, negative = inhibition, usual class: inhibitors; 0.1% of 60,000 active; AID 927;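 note: potency is the fitted concentration of half-maximal effect; nearly all actives have a fitted effect of over 60% in size; plate controls were DMSO for no effect and NEM full inhibition control for full effect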
Target sequence (O75604 whole entry, looked up): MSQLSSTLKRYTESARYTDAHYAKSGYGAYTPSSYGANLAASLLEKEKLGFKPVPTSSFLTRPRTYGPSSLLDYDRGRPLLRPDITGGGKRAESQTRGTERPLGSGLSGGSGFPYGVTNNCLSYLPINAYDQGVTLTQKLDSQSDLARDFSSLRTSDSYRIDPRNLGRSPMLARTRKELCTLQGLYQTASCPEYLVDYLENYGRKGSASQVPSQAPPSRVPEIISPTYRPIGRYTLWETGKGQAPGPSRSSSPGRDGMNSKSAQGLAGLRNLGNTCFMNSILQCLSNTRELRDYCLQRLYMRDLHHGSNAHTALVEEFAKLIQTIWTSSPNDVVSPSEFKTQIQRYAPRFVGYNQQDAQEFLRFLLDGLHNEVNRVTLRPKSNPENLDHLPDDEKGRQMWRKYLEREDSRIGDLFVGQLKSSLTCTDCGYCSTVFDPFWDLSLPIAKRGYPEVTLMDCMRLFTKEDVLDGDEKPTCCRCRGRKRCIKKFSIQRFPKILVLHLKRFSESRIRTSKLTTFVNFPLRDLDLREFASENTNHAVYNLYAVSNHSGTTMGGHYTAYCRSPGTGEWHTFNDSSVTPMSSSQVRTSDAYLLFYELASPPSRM
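Coupled readout: USP2-cleaved Ub-PLA2 (20nM final) turns over NBD C6-HPC (20uM final), Ex 460nm/Em 535nm after 2.5 h, time-zero read flagging artifacts. Enzyme (20nM final, pH 8.0 Tris) given 30 min RT with compound first; NEM defines full inhibition.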
Caspase-7 inhib – blocks human caspase-7 allosterically or competitively | recombinant caspase-7, Ac-DEVD-AFC fluorescence rate | Potency, µM (series often up to 57.5 µM), for the others: at the top dose activity change, negative = inhibition, usual class: inhibitors | 0.02% of 75,000 active | AID 889; active = well fitted inhibition curve with a large enough effect in the main read-out, with a control signal flat, not every such curve was filed as active; inconclusive = small, poorly fitted or top-dose-only effect, or a change in a side signal; note: potency is the fitted concentration of half-maximal effect; % of control where 0% means no effect
HADH2 inh – inhibitors of human HADH2 dehydrogenase; Q99714; recombinant HADH2, NADH fluorescence, beta-hydroxybutyryl-CoA; Potency, µM (series often up to 57.1 µM), without a hit: at the highest dose activity change, negative = inhibition, hits mostly inhibitors; 3.4% of 73,000 active; note: potency is the fitted concentration of half-maximal effect; % is set by controls: 0 for no effect and ±100 for the full control effect; nearly all actives have a fitted effect of over 60% in size; many of its hits are not listed in these tables
Target sequence (Q99714 whole entry, looked up, one chain of several): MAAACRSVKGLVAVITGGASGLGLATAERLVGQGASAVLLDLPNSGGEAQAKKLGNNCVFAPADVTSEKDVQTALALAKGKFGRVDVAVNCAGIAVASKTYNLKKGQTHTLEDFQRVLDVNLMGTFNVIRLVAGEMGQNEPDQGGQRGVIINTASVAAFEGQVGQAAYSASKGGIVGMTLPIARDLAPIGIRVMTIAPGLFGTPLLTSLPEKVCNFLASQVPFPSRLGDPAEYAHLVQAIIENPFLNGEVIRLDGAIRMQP
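E. coli-expressed His-tagged HADH2 tested at 20 nM in alkaline Tris buffer (pH 9.0); oxidation of 90 uM beta-hydroxybutyryl-CoA with 1 mM NAD+ tracked fluorimetrically for 4 min.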
BRCT PPI green – BRCA1 BRCT-phosphoprotein interaction inhibition; Potency, µM (titrated, usually from 76.9 µM), without a hit: at the top dose activity change, negative = inhibition, actives largely listed as inhibitors; 0.05% of 75,000 active; AID 875; BRCA1 BRCT-phosphopeptide binding, green fluorescence polarization;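 note: potency is the fitted concentration of half-maximal effect; plate controls were peptide without protein for full effect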
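Compounds were incubated for 12 min at room temperature with a complex of 100 nM fluorescein-tagged pBACH1 decapeptide and 250 nM His-tagged BRCT protein. Buffer was phosphate pH 7.3 with EDTA, DTT and Tween 20. Disruption of binding lowers the polarization signal.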
Pol III holo inh – inhibitors of bacterial DNA polymerase III holoenzyme; Potency, µM (highest dose often 57.1 µM), for the others: at the highest dose activity change, negative = inhibition; reconstituted DNA polymerase III holoenzyme replication, biochemical; 0.25% of 71,000 active; note: potency is the fitted concentration of half-maximal effect; % is set by controls: 0 for no effect and ±100 for the full control effect
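Reconstituted *E. coli* holoenzyme (0.35 nM Pol III, 1 nM beta, 154 nM SSB, 2 nM primase) was preincubated with compound for 15 min at RT. Synthesis on 1.4 nM ssM13Gori ran 35 min, then was stopped with PicoGreen/EDTA and read as dsDNA fluorescence.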
Caspase-1 inhib – allosteric or competitive inhibitors of human caspase-1 | 0.03% of 75,000 active | Caspase-1 enzyme, Ac-WEHD-AFC fluorogenic rate | Potency, µM (series often up to 57.5 µM), for the others: at the top dose activity change, negative = inhibition, usual class: inhibitors | P29466 | AID 900;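 note: potency is the fitted concentration of half-maximal effect; plate controls were vehicle for no effect and no substrate for full effect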
Rhodamine fluor – compound fluoresces in the rhodamine spectral region; Rhodamine-region fluorescence, 547/598 nm, Tris buffer; stronger effect = higher value; max dye-equivalent concentration, M; 0.05% of 59,000 active; AID 594; in the data active = max dye-equivalent concentration above about 11 nM; inconclusive = between about 1.1 nM and that limit
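Intrinsic compound fluorescence, ex 547 / em 598 nm, CCD imager. Tris 100 mM pH 8.0; 15 min RT. Output = rhodamine dye-equivalent concentration at each compound concentration.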
ALOX15 inhib – 15-hLO (ALOX15) enzyme inhibition; purified 15hLO-1, xylenol orange hydroperoxide absorbance; AID 887; P16050; Potency, µM (top dose mostly 57.1 µM), without a hit: at the highest dose activity change, negative = inhibition, most hits filed as inhibitors; 1.4% of 74,000 active; note: potency is the fitted concentration of half-maximal effect; % is set by controls: 0 for no effect and ±100 for the full control effect; nearly all actives have a fitted effect of over 55% in size
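Purified human 15hLO-1 (40 nM final) in 25 mM Hepes pH 7.5, 0.01% Triton X-100 was preincubated with compound 15 min at room temperature, then reacted 6 min with 50 uM arachidonic acid; hydroperoxide detected by Fe-XO, 573/405 nm absorbance ratio.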
Tau fil binding – binders of human tau filaments; P10636; recombinant tau filaments, thioflavin S fluorescence, 15 h; filaments grown with octadecylsulfate alongside compound; Potency, µM (titrated, usually from 57.1 µM), for the others: top-dose activity change, negative = inhibition; 2% of 71,000 active;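 note: potency is the fitted concentration of half-maximal effect; % is set by controls: 0 for no effect and ±100 for the full control effect; actives lower thioflavin S fluorescence by blocking filaments or displacing dye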
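Quantitative HTS: thioflavine S signal from ODS-induced tau filaments, excited at 450 nm, emission 510 nm. Conditions: 1 uM tau, 30 uM ODS, 15 h at 37 C, pH 7.4.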
BRCT inh red – inhibitors of human BRCA1 BRCT-phosphoprotein interaction (red fluorophore); P38398; BRCT-phosphopeptide binding, red fluorescence polarization; Potency, µM (doses to about 76.9 µM), for inactives: at the highest dose activity change, negative = inhibition, actives largely listed as inhibitors; 0.03% of 75,000 active; AID 892; note: % is set by controls: 0 for no effect and ±100 for the full control effect
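Fluorescence polarization: 100 nM His-tagged BRCA1 BRCT with 100 nM TAMRA-labelled phospho-BACH1 decapeptide, phosphate buffer pH 7.3 with 150 mM NaCl, DTT, 0.01% Tween 20; 12 min RT. Binding inhibition seen as FP decrease.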
An asterisk follows results filed as active; i = inactive; ? = inconclusive; . = no result given; [ ] = another dose, or the depositor's remark. Unless noted, calls come from the whole dose curve; as a rule, active = well fitted curve in the direction sought with a large enough effect; inconclusive = small, poorly fitted or top-dose-only effect, or another doubt; inactive = no such curve, though single readings can be large; an effect the other way counts as inactive or inconclusive.

SMILES	HEK293 cAMP ctrl	USP2a inhib	Caspase-7 inhib	HADH2 inh	BRCT PPI green	Pol III holo inh	Caspase-1 inhib	Rhodamine fluor	ALOX15 inhib	Tau fil binding	BRCT inh red
CCOc1ccc(OCC)c(NC(=O)C2CCCN(S(=O)(=O)c3c(C)noc3C)C2)c1 (stereo not drawn)	2%	-2%	3%	2%	-0.8%	-2%	2%	i	3%	-21%	0.1%
CCOC(=O)CNC(=O)CSc1nc2ncc(Br)cc2[nH]1	8%	-2%	0%	-15%	-0.2%	-3%	0%	i	1%	12%	-1.2%
Cn1c(=O)oc2cc(S(=O)(=O)N3CCC(C(=O)NCC4COc5ccccc5O4)CC3)ccc21 (stereo not drawn)	15%	.	-1%	6%	-2.2%	-1%	0%	.	-5%	187%	-0.3%
CC1(C(=O)O)C=CCN1C(=O)c1ccccc1 (stereo not drawn)	10%	.	3%	2%	-2.1%	0%	2%	.	-7%	-3%	-0.8%
COc1ccc(-c2cc(-c3cccs3)c(C#N)c(SCC(=O)NCc3ccco3)n2)cc1	15%	98%[activator]	-4%	16µM*	-0.8%	-3%	-4%	i	?	215%	-1.3%
CC(=O)c1c(C)n(-c2ccccc2)c2ccc(O)cc12	9%	-9%	1%	-4%	-3.1%	7%	1%	i	-9%	-4%	-1.0%
CCC(C)NS(=O)(=O)c1ccc(OCC(=O)NCc2cccnc2)cc1 (stereo not drawn)	6%	5%	1%	3%	-2.9%	1%	-1%	i	6%	5%	-1.2%
CC(C)CC1OCCC=CC1C (stereo not drawn)	-2%[11.4 µM]	.	0%[11.5 µM]	7%[11.4 µM]	-3.5%[15.4 µM]	.	1%[11.5 µM]	.	6%[11.4 µM]	.	1.7%[15.4 µM]
COc1ccc(C)cc1NC(=O)CN(C)S(=O)(=O)c1cccs1	9%	6%	0%	9%	-0.4%	-6%	0%	i	6%	-15%	1.2%
CN(C(=O)c1ccccc1Cl)C1CCCCC1	28%	-1%	0%	6%	1.4%	-7%	1%	i	6%	-2%	-0.1%
Nc1c(S(=O)(=O)c2cccs2)c2nc3ccccc3nc2n1/N=C/c1cccc(O)c1	-8%	-96%	-13%	?	-2.4%	11%	-10%	i	-20%	i	0.1%
Cc1noc(C)c1C(=O)OCC(=O)NC(=O)NC12CC3CC(CC(C3)C1)C2	-4%	-2%	-6%	19%	-2.0%	2%	-1%	i	10%	-6%	-1.2%
Cn1ncc(C#N)c1/N=C/N1CCCCC1	18%	1%	0%	-6%	1.0%	0%	-1%	i	8%	6%	-0.1%
CCn1cc(C2=NOC(C(=O)Nc3cccc(C(C)=O)c3)C2)c(C)n1 (stereo not drawn)	29%	.	0%	4%	-2.1%	.	-1%	.	-3%	.	0.6%
CCOc1ccc(NC(=O)CN(C)CC(=O)Nc2ccccc2C#N)cc1OCC	-4%	-5%	0%	6%	-2.5%	-7%	-1%	i	8%	3%	0.5%
C[C@@H]1C(=O)O[C@H]2[C@@H](O)[C@@]34[C@H]5CC(C(C)(C)C)[C@]36[C@@H](OC(=O)[C@@H]6O)O[C@@]4(C(=O)O5)[C@@]12O (stereo partly drawn)	.	.	0%	.	-1.4%	.	-2%	.	2%[25.6 µM]	.	-0.5%
Cc1ccc(N2CCN(c3ccc(C)cc3)C(CC(=O)O)C2=O)cc1 (stereo not drawn)	-7%	13%	0%	6%	0.7%	-10%	1%	i	11%	-2%	2.0%
O=C(CN(CCc1ccccc1)C(=O)CNS(=O)(=O)c1ccc(F)cc1)NCC1CCCO1 (stereo not drawn)	-7%	8%	-1%	16%	-0.4%	-10%	3%	i	0%	-3%	0.2%
COc1cc(NS(=O)(=O)c2ccc(NC(=O)COc3ccc(C)cc3)cc2)nc(OC)n1	-10%	10%	-2%	-7%	-1.4%	-1%	0%	.	-6%	3%	-0.5%
CCOc1ccc(N(CC(=O)NC(C)CC)S(=O)(=O)c2c(C)noc2C)cc1 (stereo not drawn)	28%	.	0%	1%	-1.6%	-4%	1%	.	5%	-9%	0.3%
O=C(O)c1ccccc1C1=Nc2ccc(O)cc2Oc2cc(O)ccc21	1%	-7%	-6%	?	?	-1%	-5%	?	6%	169%	-4.4%
Cc1cc(NC(=O)CSc2nnc(CNc3cccc(C(F)(F)F)c3)n2Cc2ccco2)no1	?	0%	3%	26%	-0.7%	-3%	-2%	i	7%	22%	-0.8%
COc1cc(CN2CCN(CCOCCO)CC2)cc(OC)c1OC	1%	-3%	-1%	-5%	0.5%	-1%	0%	.	-2%	3%	0.9%
CN1C(=O)c2cccc(N(C)C)c2C1=O	16%	3%	-6%	-10%	0.3%	-2%	-8%	i	5%	3%	0.0%
CCOC(=O)c1[nH]c2ccc(OC)cc2c1NC(C)=O	19%	0%	-1%	?	-3.0%	-4%	0%	i	2%	-5%	-0.2%

Continued (2 carried over from the part before).
SMILES	HEK293 cAMP ctrl	USP2a inhib	Caspase-7 inhib	HADH2 inh	BRCT PPI green	Pol III holo inh	Caspase-1 inhib	Rhodamine fluor	ALOX15 inhib	Tau fil binding	BRCT inh red
CN1C(=O)c2cccc(N(C)C)c2C1=O	16%	3%	-6%	-10%	0.3%	-2%	-8%	i	5%	3%	0.0%
CCOC(=O)c1[nH]c2ccc(OC)cc2c1NC(C)=O	19%	0%	-1%	?	-3.0%	-4%	0%	i	2%	-5%	-0.2%
CN(C)[C@H]1C(=O)C(C(=O)NCN2CCCC2)=C(O)[C@]2(O)C(=O)C3=C(O)c4c(O)cccc4[C@](C)(O)[C@H]3C[C@H]12	13%[11.4 µM]	.	-15%[11.5 µM]	4µM*	-15%[15.4 µM]	3.2µM*	-2%[11.5 µM]	i	-25%[11.4 µM]	-10%[11.4 µM]	-21%[15.4 µM]
Nc1ccc(C(=O)c2ccc3c(c2)OCCO3)cc1N	6%	18%	-6%	-7%	-0.4%	4%	-3%	.	-11%	33%	-0.6%
COc1ccccc1CN1CCC2(CC1)CCN(C(=O)c1ccncc1)CC2	-5%	-5%	0%	3%	-0.3%	10%	0%	i	-2%	2%	0.1%
COCCn1c(COc2ccc(C)cc2)nc2ccccc21	?	7%	-2%	2%	0.8%	1%	-1%	i	6%	-9%	-1.7%
CCN(CC)C(=O)NC1CC2CCCC(C1)N2Cc1ccccc1 (stereo not drawn)	3%	5%	-1%	7%	-1.3%	2%	-1%	i	11%	3%	-1.9%
CC(C(=O)OCc1nnc(-c2ccccc2)o1)N1C(=O)c2ccccc2C1=O (stereo not drawn)	13%	40%[activator]	0%	-5%	4.2%	-6%	2%	i	-6%	-26%	-0.8%
c1ccc(C[C@@H](Nc2cccnc2)c2ccccc2)cc1	5%[11.4 µM]	.	1%[11.5 µM]	2%[11.4 µM]	0.0%[15.4 µM]	-8%[11.4 µM]	-2%[11.5 µM]	i	-8%[11.4 µM]	-14%[11.4 µM]	-1.0%[15.4 µM]
Cc1ccc(C)c(CSc2nnc([C@@H](N)C(C)C)o2)c1	11%	6%	0%	1%	0.3%	-2%	0%	i	4%	-14%	-0.2%
CCCCOc1ccc(C(=O)NC)cc1	5%	-6%	0%	3%	-2.4%	-4%	-1%	i	9%	-13%	-0.8%
CC1CN(S(=O)(=O)c2cccs2)CC(C)O1 (stereo not drawn)	2%	6%	1%	3%	1.8%	-5%	-2%	i	2%	-2%	0.2%
CCOc1ccc2[nH]c(=O)c(CN(Cc3nnnn3Cc3ccccc3)CC3CCCO3)cc2c1 (stereo not drawn)	?	12%	-10%	-4%	-1.7%	-9%	-11%	i	7%	8%	1.1%
COc1ccc(N(CC(=O)Nc2ccc(C)cn2)S(=O)(=O)c2c(C)nn(C)c2C)cc1	13%	.	-1%	2%	2.0%	-7%	4%	.	-3%	-9%	-1.9%
Cc1ccc(S(=O)(=O)CC(=O)Nc2ccc(S(=O)(=O)Nc3onc(C)c3C)cc2)cc1	-2%	-4%	0%	8%	-2.8%	-4%	-1%	i	6%	-3%	-2.2%
CC(=O)N[C@H](Cc1c[nH]c2ccccc12)C(N)=O	.	6%	-5%	.	2.1%[3.08 µM]	.	6%	.	3%	.	1.1%
Cc1ccc(C(=O)N2Cc3ccccc3CC2C(=O)O)cc1 (stereo not drawn)	8%	.	1%	3%	-1.2%	-5%	-3%	i	-5%	-6%	0.5%
COc1ccc(N(Cc2cc3cc(OC)ccc3[nH]c2=O)C(=O)c2cccnc2)cc1	0%	5%	-2%	?	2.3%	-8%	-3%	i	-15%	-7%	-2.7%

An excerpt; rates above refer to the full screens.
